BoNT A protease – blocks Botulinum neurotoxin A light chain protease; inhibition, % at 10 µM; hit rate 0.17% among 360,000; multiplex microsphere protease substrate cleavage, flow cytometry; note: plate controls were buffer without enzyme for full effect and enzyme alone for no effect
PrPC TRFRET – reduces human prion protein on the cell surface; inhibition, % at 13.8 µM; cell surface PrPC, TR-FRET read-out; hit rate 0.43% among 370,000; P04156; AID 720596; in the data active = inhibition above about 24%; note: 0% = median of the test wells and 100% = reference compound wells
BoNT F protease – blocks Botulinum neurotoxin F light chain protease. hit rate 0.22% among 360,000. Multiplex microsphere protease cleavage assay, flow cytometry. inhibition, % at 10 µM; in the data active = inhibition above about 35%, passing the limit was not always enough; inconclusive = no clear call, values can overlap the other calls; note: plate controls were buffer without enzyme for full effect and enzyme alone for no effect
TcdB inh – inhibitors of Clostridioides difficile toxin B glycohydrolase; P18177; TcdB glycohydrolase enzymatic assay, plate reader; inhibition, % at 9.99 µM; hit rate 0.24% among 350,000; AID 652162; in the data active = inhibition above about 10%
Anthrax LF inh2 – anthrax lethal factor protease inhibition; P15917; AID 588501; multiplex microsphere protease cleavage assay, LF; hit rate 0.12% among 360,000; inhibition, % at 10 µM; note: plate controls were buffer without enzyme for full effect and enzyme alone for no effect
Target sequence (P15917 whole entry, looked up): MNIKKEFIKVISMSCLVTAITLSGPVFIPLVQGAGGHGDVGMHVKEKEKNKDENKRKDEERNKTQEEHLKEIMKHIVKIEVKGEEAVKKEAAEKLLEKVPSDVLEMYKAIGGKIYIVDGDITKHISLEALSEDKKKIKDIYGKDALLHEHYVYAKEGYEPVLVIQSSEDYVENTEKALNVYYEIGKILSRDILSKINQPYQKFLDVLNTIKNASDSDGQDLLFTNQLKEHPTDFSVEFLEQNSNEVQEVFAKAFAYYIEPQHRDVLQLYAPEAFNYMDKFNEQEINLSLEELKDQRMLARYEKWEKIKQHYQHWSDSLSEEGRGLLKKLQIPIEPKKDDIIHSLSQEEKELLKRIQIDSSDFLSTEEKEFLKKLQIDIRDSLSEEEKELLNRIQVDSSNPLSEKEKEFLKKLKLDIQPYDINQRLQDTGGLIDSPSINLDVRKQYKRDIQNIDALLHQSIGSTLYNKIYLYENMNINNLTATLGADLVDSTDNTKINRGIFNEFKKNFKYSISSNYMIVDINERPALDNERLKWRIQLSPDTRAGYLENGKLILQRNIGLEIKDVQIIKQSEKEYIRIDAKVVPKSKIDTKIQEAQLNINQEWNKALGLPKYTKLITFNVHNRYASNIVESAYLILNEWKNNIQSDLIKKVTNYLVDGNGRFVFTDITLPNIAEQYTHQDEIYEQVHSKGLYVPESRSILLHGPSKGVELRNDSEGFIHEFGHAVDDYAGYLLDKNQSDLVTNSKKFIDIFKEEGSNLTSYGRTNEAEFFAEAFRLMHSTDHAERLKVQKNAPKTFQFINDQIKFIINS
PfHsp40 yeast – compounds rescuing yeast from Plasmodium falciparum HSP40 toxicity. S. cerevisiae expressing PfHsp40, growth rescue, ATP luminescence. growth rescue, % at 12.5 µM. hit rate 0.68% among 340,000; in the data active = growth rescue above about 28%, passing the limit was not always enough; inconclusive = no clear call, values can overlap the other calls;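 note: yeast W303a lacking pdr1 and pdr3 grown in galactose medium; growth measured after three days at 30 °C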
CCHF vOTU inh – CCHFV vOTU protease inhibition. Pep-AMC fluorescence. inhibition, % at 11.5 µM. hit rate 0.55% among 370,000. AID 651958; in the data active = inhibition above about 30%; note: 0% = vehicle wells with enzyme and 100% = no enzyme wells
Y pestis TopoI – blocks Yersinia pestis topoisomerase I activity; activity, % at 10 µM; hit rate 0.064% among 360,000; Y. pestis Topo-I cleavage product accumulation, plate reader; in the data active = activity above about 50%, passing the limit was not always enough; inconclusive = no clear call, values can overlap the other calls; note: inactives centre near 2
FadD28 binding – M. tuberculosis FadD28 bisubstrate binding inhibition. FadD28 bisubstrate probe binding, fluorescence polarization. inhibition, % at 12.5 µM. hit rate 0.22% among 360,000; in the data active = inhibition above about 8.5%, passing the limit was not always enough; inconclusive = no clear call, values can overlap the other calls
Active calls of the source: *; ? = inconclusive; . = not tested or not shown. Cut-off read from the data, not from the text of the source, unless noted: active = inhibition above about 30%; inconclusive = no clear call, values can overlap the other calls; inactive = below that.

SMILES | BoNT A protease | PrPC TRFRET | BoNT F protease | TcdB inh | Anthrax LF inh2 | PfHsp40 yeast | CCHF vOTU inh | Y pestis TopoI | FadD28 binding
C/C(=N\NC(=O)c1ccc([N+](=O)[O-])cc1Cl)c1ccccc1 | -0.5 | -24 | 0 | -0.4 | -4 | -2.1 | 3 | 3 | -0.8
O=C(NNC1=Nc2cc([N+](=O)[O-])ccc2OC1)c1ccccc1Cl | -0.4 | -3 | 2 | 1.4 | -5 | 0.4 | 7 | -17 | -2.9
NS(=O)(=O)c1ccc(CCNC(=O)C(=O)c2cn(CC(=O)N3CCOCC3)c3ccccc23)cc1 | 1.7 | 3 | 0 | 1.8 | 2 | 1.0 | -10 | -11 | -3.2
C/C(=N/NC(=O)CCC(=O)Nc1ccc(Br)cc1)c1ccc(Br)cc1 | -0.4 | 8 | -13 | 0.2 | 2 | -0.7 | -12 | 1 | 0.0
O=C(CCC(=O)N1CCOc2ccccc21)NCc1cccnc1 | -1.4 | 4 | -9 | 1.5 | -12 | -0.5 | -4 | 0 | 0.1
CCOC(=O)/C(C)=N/NC(=O)c1cccc([N+](=O)[O-])c1 | -0.2 | -5 | -3 | -0.2 | 0 | 0.1 | 3 | -3 | -2.5
CN(C)CCOC(=O)COc1ccc(Cl)cc1 | 0.0 | 6 | 2 | 0.6 | -7 | 0.3 | 5 | 0 | -0.8
O=Cc1ccc(-c2cc(Cl)ccc2Cl)[nH]1 | -0.5 | -4 | -9 | 1.3 | -1 | -1.8 | -7 | -9 | -4.6
O=C(CCC(=O)NC1CCCCC1)N/N=C/c1ccncc1 | 0.1 | 3 | 0 | 0.6 | -4 | -1.0 | 4 | 1 | -0.1
O=C(O)c1c(-c2ccccc2)nnc2ccccc12 | -2.6 | -3 | -9 | -0.8 | -14 | -1.2 | 4 | -8 | -3.7
Cc1ccccc1CC(=O)N1CCCC1 | -1.2 | 3 | ? | -2.4 | 18 | 0.7 | 11 | 3 | 1.5
CCCCOc1ccc(C(=O)Oc2cc(C)[nH]c(=O)c2[N+](=O)[O-])cc1 | -0.3 | 6 | 1 | -1.8 | -1 | 4.0 | -11 | 8 | -4.0
N#Cc1ncc(N=Cc2ccc(N(CCCl)CCCl)cc2)s1 | 0.0 | 8 | -8 | 1.2 | 4 | -0.1 | 6 | -9 | -4.7
CCOC(=O)C1(Cc2cccc(OC)c2)CCN(Cc2cccnc2)CC1 | 0.4 | -5 | -2 | 0.3 | 0 | -0.3 | -3 | 16 | 0.3
COC(=O)c1cc(=O)nc2sc(-c3ccc(F)cc3)nn12 | -1.1 | . | -6 | . | -1 | -1.4 | . | 3 | -1.4
COc1ccc(NS(=O)(=O)c2cc3c(cc2C)N(C)CCO3)c(OC)c1 | 0.4 | 12 | -1 | 0.0 | -6 | -0.7 | 0 | 9 | 2.2
CN(Cc1ccc(Cl)s1)C(=O)CNC(=O)CNC(=O)c1ccc(Cl)cc1Cl | -0.9 | -5 | 1 | -0.5 | -8 | -0.7 | 8 | 4 | -0.2
CCOC(=O)CNC(=O)CSc1nc(C)cc(C)c1C#N | -0.1 | -1 | ? | . | -4 | -0.3 | 4 | 6 | -1.7
Cc1ccc(S(=O)(=O)N(CCCO)CC(O)CON=C2c3ccccc3-c3ccccc32)cc1 (stereo not given) | -0.3 | 6 | -11 | -4.9 | -1 | 29* | 7 | 21 | -6.7
CCOC(=O)C1(CCOc2ccccc2)CCN(Cc2cc(OC)c3c(c2)OCO3)CC1 | -0.6 | 4 | -8 | 0.9 | 2 | 0.0 | 12 | 24 | -2.2
COc1ccc(S(=O)(=O)NCC(=O)NC2CC2)cc1OC | 1.0 | -3 | 7 | 0.7 | 1 | -0.2 | 24 | -2 | -1.0
Brc1cnc(N2CCOCC2)nc1N1CCCCC1 | -0.7 | -3 | 2 | . | -6 | -0.2 | -1 | 14 | -4.8
Nc1nc(Cn2nnc(-c3ccccc3Cl)n2)nc(N2CCOCC2)n1 | ? | 0 | -4 | . | -4 | 0.3 | -7 | -3 | -0.1
Nc1cn(C2OC(CO)C(O)C2O)c(=O)[nH]c1=O (stereo not given) | 1.8 | -6 | ? | 0.3 | -1 | -0.3 | -4 | 7 | 0.0
Cn1nnc(NC(=S)NC(=O)c2ccc(-c3ccc(Br)cc3)o2)n1 | -0.7 | 6 | -1 | 0.2 | -6 | 2.3 | 3 | 5 | -3.9

Eleven entries from above, with tabs:
SMILES	BoNT A protease	PrPC TRFRET	BoNT F protease	TcdB inh	Anthrax LF inh2	PfHsp40 yeast	CCHF vOTU inh	Y pestis TopoI	FadD28 binding
COC(=O)c1cc(=O)nc2sc(-c3ccc(F)cc3)nn12	-1.1	.	-6	.	-1	-1.4	.	3	-1.4
COc1ccc(NS(=O)(=O)c2cc3c(cc2C)N(C)CCO3)c(OC)c1	0.4	12	-1	0.0	-6	-0.7	0	9	2.2
CN(Cc1ccc(Cl)s1)C(=O)CNC(=O)CNC(=O)c1ccc(Cl)cc1Cl	-0.9	-5	1	-0.5	-8	-0.7	8	4	-0.2
CCOC(=O)CNC(=O)CSc1nc(C)cc(C)c1C#N	-0.1	-1	?	.	-4	-0.3	4	6	-1.7
Cc1ccc(S(=O)(=O)N(CCCO)CC(O)CON=C2c3ccccc3-c3ccccc32)cc1 (stereo not given)	-0.3	6	-11	-4.9	-1	29*	7	21	-6.7
CCOC(=O)C1(CCOc2ccccc2)CCN(Cc2cc(OC)c3c(c2)OCO3)CC1	-0.6	4	-8	0.9	2	0.0	12	24	-2.2
COc1ccc(S(=O)(=O)NCC(=O)NC2CC2)cc1OC	1.0	-3	7	0.7	1	-0.2	24	-2	-1.0
Brc1cnc(N2CCOCC2)nc1N1CCCCC1	-0.7	-3	2	.	-6	-0.2	-1	14	-4.8
Nc1nc(Cn2nnc(-c3ccccc3Cl)n2)nc(N2CCOCC2)n1	?	0	-4	.	-4	0.3	-7	-3	-0.1
Nc1cn(C2OC(CO)C(O)C2O)c(=O)[nH]c1=O (stereo not given)	1.8	-6	?	0.3	-1	-0.3	-4	7	0.0
Cn1nnc(NC(=S)NC(=O)c2ccc(-c3ccc(Br)cc3)o2)n1	-0.7	6	-1	0.2	-6	2.3	3	5	-3.9

More results follow.
SMILES | BoNT A protease | PrPC TRFRET | BoNT F protease | TcdB inh | Anthrax LF inh2 | PfHsp40 yeast | CCHF vOTU inh | Y pestis TopoI | FadD28 binding
CC(NC(=S)Nc1ccc(Cl)cc1)C(c1ccccc1)N1CCOCC1 (stereo not given) | 0.7 | 9 | -8 | 2.2 | 1 | -0.9 | -3 | -3 | -0.2
COc1cc(C(C2=C(O)CC(C)(C)CC2=O)C2C(=O)CC(C)(C)CC2=O)cc(OC)c1OC (stereo not given) | -0.5 | 8 | -3 | -0.2 | 1 | 0.1 | -10 | 3 | -2.1
CCCCOC(=O)COc1cc(C)cc2oc(=O)c3c(c12)CCC3 | -0.6 | 2 | -11 | . | -2 | 0.9 | -6 | 0 | -3.3
CC(=O)Nc1ccc(NC(=O)CSc2nnc(-c3cccs3)n2C)cc1 | -1.0 | -6 | 3 | 0.8 | -3 | -1.5 | 8 | 4 | 1.2
COc1ccccc1CNC(=O)COC(=O)C1CCN(S(=O)(=O)c2ccccc2)CC1 | . | -6 | . | -1.3 | . | -1.2 | 6 | 33 | -0.2
O=C(c1ccc(Cn2cnnn2)cc1)N1CCCC(Nc2ccc(F)cc2)C1 (stereo not given) | -1.0 | 6 | -2 | -0.5 | -4 | -2.3 | 14 | -1 | -0.9
O=C(COC(=O)c1cnccn1)Nc1ccc2c(c1)OCO2 | -0.1 | -1 | 1 | . | -1 | -0.6 | -16 | -1 | -1.5
O=C(Cc1cccc(NC(=O)C2CCN(C(=O)c3ccccc3)CC2)c1)Nc1cccc(C(=O)N2CCOCC2)c1 | -0.2 | 1 | -2 | 1.8 | -3 | -0.3 | -7 | 15 | -5.4
COc1ccc(-c2cc(C(=O)NCC3CCCO3)c3ccccc3n2)cc1 (stereo not given) | -0.3 | -1 | -2 | 1.3 | 0 | -0.2 | -35 | 4 | -6.1
CN1CCc2c(C#N)c(N3CCCCC3)nc(NCc3ccccc3)c2C1 | 1.6 | -11 | 9 | . | -4 | -0.1 | -1 | -1 | 0.5
Cc1ccc(S(=O)(=O)N2CCCC(C(=O)N3CCC4(CC3)OCCO4)C2)cc1 (stereo not given) | 0.8 | 4 | 3 | . | 1 | 2.4 | 3 | 2 | -2.7
CC(C)=CCc1c(O)cc2c(c1O)C(=O)CC(c1ccccc1)O2 (stereo not given) | -0.3 | 5 | -1 | -3.3 | 0 | 0.4 | 6 | 2 | -3.2
CCOC(=O)C(=C1Nc2ccccc2N1)n1c(-c2ccco2)nc2ccccc21 | 1.0 | -6 | 10 | -5.9 | -7 | . | 7 | . | .
C=CCN(C(=O)c1cccc(N2C(=O)C3CC=CC(C)C3C2=O)c1)c1ccccc1 (stereo not given) | 0.0 | 10 | 2 | -1.1 | 0 | 0.5 | -1 | 4 | -3.4
CC(NC(=O)COC(=O)COc1ccc(C(=O)c2ccccc2)cc1)c1ccccc1 (stereo not given) | 1.7 | 3 | 5 | 1.1 | -3 | 23 | 5 | -9 | 0.6
O=C1OCc2cc(-n3cccc3)ccc21 | -1.1 | -4 | 0 | -0.1 | -7 | -0.2 | 3 | 2 | -1.4
CN(Cc1ccccc1)C(=O)c1[nH]cnc1C(=O)NCc1ccc(CNC(=O)OC(C)(C)C)cc1 | -0.4 | 1 | 3 | 1.2 | -2 | 1.2 | 5 | 38 | 0.1
CCOc1ccc(CCNC(=O)CCNS(=O)(=O)c2ccc(Br)cc2)cc1OCC | 6.1 | 0 | 1 | 1.3 | 2 | 0.7 | 7 | 21 | -1.7
N#Cc1c(N)nc(SCC(=O)OCc2ccccc2)c(C#N)c1-c1ccco1 | 0.3 | 4 | -6 | . | -11 | 2.5 | 1 | 2 | -0.4
COC(=O)C1=C(C)N(CCc2c[nH]c3ccccc23)C(=O)/C1=C\N(C)C | 1.5 | 4 | -2 | -2.0 | -1 | -1.0 | -5 | 0 | -0.4
CCOC(=O)C1=C(c2ccccc2)ON(C)C1c1ccccc1 (stereo not given) | -0.4 | -3 | 3 | 0.5 | 1 | -0.1 | 3 | -4 | -5.7
NC(=O)CN1CCCC1c1ccc2c(c1)OCCO2 (stereo not given) | -1.6 | 2 | -4 | 0.5 | 3 | -1.0 | 0 | 2 | -2.9
CSCCC(NS(=O)(=O)c1ccc2c(c1)oc(=O)n2C)C(=O)NC1CCCCC1 (stereo not given) | 0.2 | -2 | -8 | 0.3 | -2 | 0.8 | 2 | -3 | -1.1
Cc1ccc(NC(=O)C(=O)NC(C)C2COc3ccccc3O2)cc1 (stereo not given) | -0.5 | -7 | -1 | . | -4 | -1.4 | -1 | -7 | -4.3
COc1ccc(S(=O)(=O)N2CCN(S(=O)(=O)c3ccc(C(F)(F)F)cc3)CC2)cc1C | 0.7 | 1 | 5 | . | 0 | -1.3 | 9 | 5 | -3.1
CCNc1nc(SCCOc2ccc(Br)cc2)nc(N(C)C)n1 | 0.6 | 5 | -2 | 0.9 | -2 | -0.5 | 7 | 14 | -3.1
Cc1cc(NCCCCCCCNc2cc(C)nc3cc([N+](=O)[O-])ccc23)c2ccc([N+](=O)[O-])cc2n1 | 0.4 | -6 | -111 | -1.4 | -34 | -0.2 | 14 | -2 | -3.4

Compound activity: PubChem BioAssay, several laboratories
